TRHR agonist = activates the human TRH receptor | P34981 | TRHR cells, calcium flux fluo-8, FDSS agonist mode | activation, % at 2 µM | hit rate 0.18% among 360,000; in the data active = activation above about 30%; also: 0% is about no effect
Target sequence (P34981 whole entry, looked up): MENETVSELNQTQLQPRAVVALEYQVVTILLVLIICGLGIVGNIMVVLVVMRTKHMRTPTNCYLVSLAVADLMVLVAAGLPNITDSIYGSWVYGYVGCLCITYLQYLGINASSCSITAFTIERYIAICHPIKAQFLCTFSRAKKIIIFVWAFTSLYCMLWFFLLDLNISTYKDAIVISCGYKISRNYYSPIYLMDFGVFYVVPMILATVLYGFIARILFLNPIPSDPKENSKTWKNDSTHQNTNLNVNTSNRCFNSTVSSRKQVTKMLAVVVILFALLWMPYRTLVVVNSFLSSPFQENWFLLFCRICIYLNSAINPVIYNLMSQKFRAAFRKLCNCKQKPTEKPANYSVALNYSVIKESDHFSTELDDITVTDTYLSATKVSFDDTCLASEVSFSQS
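TRHR-expressing cells, plated overnight in medium with 10% serum, were loaded with fluo-8 calcium dye at room temperature. After a 10 s baseline, library compound was pin-added and calcium release was recorded kinetically (ex 480/em 530) as agonist response.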
RXFP1 ag = activates the human relaxin receptor RXFP1. Q9HBX9. HEK293T-RXFP1 cAMP TR-FRET, 30 min; response scale: percent of porcine relaxin response, buffer zero. Potency, µM (top dose mostly 57.5 µM), for inactives: at the top dose activation, usual class: activators. hit rate 0.3% among 370,000. AID 2676; also: potency is read from the fitted curve at half-maximal effect; % is scaled to controls: 0 for no effect and ±100 for the full control effect; nearly all actives have a fitted effect of over 60% in size; many of its hits are not listed in these tables
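cAMP rise read by TR-FRET after 30 min, 37C compound exposure (up to 58 uM) in RXFP1-transfected HEK293 cells with Ro 20174 present. EC50 from Hill-equation fits, with 29 nM porcine relaxin as 100% and buffer as basal.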
D2 potentiator = positively modulates the human D2 dopamine receptor allosterically; P14416; HEK293 T-REx D2, calcium flux, EC20 dopamine potentiation; potentiation, % at 10 µM; hit rate 0.34% among 340,000; AID 485347;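 active = potentiation over 3 SD above the plate norm, cut at about 30% in these data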; also: 0% is about no effect
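Primary screen. Calcium kinetics in induced HEK293 T-REx D2 cells: compound pre-addition 180 s, EC20 dopamine, 180 s more.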
D1 potentiator = enhances dopamine response at the human D1 receptor | P21728 | HEK293 TREx D1 cells, calcium flux, dopamine EC20 potentiation | potentiation, % at 10 µM | hit rate 0.036% among 360,000; in the data active = potentiation above about 30%; also: 0% is about no effect
Target sequence (P21728 whole entry, looked up): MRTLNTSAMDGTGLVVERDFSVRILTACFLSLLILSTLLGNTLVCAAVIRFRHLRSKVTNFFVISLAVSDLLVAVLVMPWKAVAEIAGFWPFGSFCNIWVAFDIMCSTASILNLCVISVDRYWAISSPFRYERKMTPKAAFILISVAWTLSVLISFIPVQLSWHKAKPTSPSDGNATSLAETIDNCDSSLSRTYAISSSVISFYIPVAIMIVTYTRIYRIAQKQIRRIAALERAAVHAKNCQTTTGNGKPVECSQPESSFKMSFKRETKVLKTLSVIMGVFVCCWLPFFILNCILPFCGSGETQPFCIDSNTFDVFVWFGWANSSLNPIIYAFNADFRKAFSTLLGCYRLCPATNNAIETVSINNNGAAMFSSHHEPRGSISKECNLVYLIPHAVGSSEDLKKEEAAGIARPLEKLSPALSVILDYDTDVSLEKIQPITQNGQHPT
Apoferritin bind = binds horse apoferritin like a general anesthetic; Potency, µM (titrated, usually from 77.5 µM), inactives show at the highest dose activity change, negative = displacement, hits mostly inhibitors; apoferritin/1-aminoanthracene competitive binding, fluorescence; P02791; hit rate 0.074% among 350,000; also: potency is read from the fitted curve at half-maximal effect; % is scaled to controls: 0 for no effect and ±100 for the full control effect; nearly all actives have a fitted effect of over 20% in size
Target sequence (P02791 2-175 limits assumed): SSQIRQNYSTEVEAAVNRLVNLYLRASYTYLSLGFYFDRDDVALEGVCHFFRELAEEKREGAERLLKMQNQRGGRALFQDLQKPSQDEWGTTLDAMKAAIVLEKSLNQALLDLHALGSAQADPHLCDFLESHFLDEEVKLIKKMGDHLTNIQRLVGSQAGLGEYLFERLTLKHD
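Horse-spleen apoferritin (10 uM) in 50% saturated 1-aminoanthracene in PBS was incubated 10 min at room temperature with compound. Fluorescence (ex 380, em 535 nm) was normalized to free and bound 1-AMA, with concentration-response fitted by a four-parameter Hill equation.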
D1 antagonist = antagonists of human D1 dopamine receptor; P21728; HEK293 TREx D1 cells, calcium flux, dopamine EC80; stronger effect = lower value; activity change, negative = inhibition, % at 10 µM; hit rate 3.2% among 360,000; AID 504652; in the data active = activity change below about -30%; also: % is scaled to controls: 0 for no effect and ±100 for the full control effect
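Allosteric or orthosteric antagonism assessed as attenuation of the calcium response to EC80 dopamine, added 180 s after compound, in induced HEK293 Trex D1 cells loaded with no-wash calcium dye.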
TRHR PAM = allosterically enhances the human TRH receptor; enhancement, % at 2 µM; TRHR cells, fluo-8 calcium fluorescence, EC20 TRH enhancement; P34981; AID 493056; hit rate 0.66% among 360,000; in the data active = enhancement above about 30%; also: 0% is about no effect
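TRHR-expressing cells loaded with fluo-8 calcium dye were read kinetically (ex 480/em 530) during compound addition, then stimulated with an EC20 of TRH (10 nM final). Enhancement of the Gq-mediated intracellular calcium response was scored.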
D1 ag = activates the human D1 dopamine receptor. AID 504660. activation, % at 2 µM. P21728. hit rate 1% among 360,000. HEK293 T-REx D1 cells, calcium flux, agonist mode; in the data active = activation above about 30%; also: 0% is about no effect
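Tetracycline-induced HEK293 TREx D1 cells, force-coupled to calcium signalling, were dye-loaded with a no-wash calcium kit. Compound was pin-added after a 10 s baseline. Fluorescence was read kinetically at 1 cycle/s for 180 s, with calcium rises flagged as agonism.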
RXFP1 antag = RXFP1 (human) relaxin receptor antagonism; activity change, negative = inhibition, % at 57.5 µM; hit rate 0.59% among 350,000; HEK293-RXFP1, relaxin-stimulated cAMP HTRF, 30 min; stronger effect = lower value; Q9HBX9; AID 1259400;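 active = activity change of -60% or lower, but not beyond a set lower limit; inconclusive = change between -60% and -40%, or beyond the set limit; inactive = change above -40%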; also: % is scaled to controls: 0 for no effect and ±100 for the full control effect
* = called active by the depositor; u = inconclusive; x = not tested or not shown; & = joins results of further samples; [ ] = dose if it differs, or a comment. Unless noted, calls follow the shape of the dose curve; as a rule, active = well fitted curve in the direction sought with a large enough effect; inconclusive = small, poorly fitted or top-dose-only effect, or another doubt; inactive = no such curve, though single readings can be large; an effect the other way counts as inactive or inconclusive. Some of the compounds tested (hit frequency here may not be typical).

nr	molecule	TRHR agonist	RXFP1 ag	D2 potentiator	D1 potentiator	Apoferritin bind	D1 antagonist	TRHR PAM	D1 ag	RXFP1 antag
1	CCC(C)NC(=O)CN1c2cccc3cccc(c23)S1(=O)=O (centres undefined)	-0.3	2.1%	-1	6	12%	-10	2	5	9
2	Cc1ccccc1NC(=O)c1cc(=O)c2ccccc2o1	0.4	0.9%	0	-6	-9%	4	-1	1	-2
3	CCOC(=O)C(Cc1c(F)cccc1Cl)c1ccnc2nc(N)nn12 (centres undefined)	-1.2	0.4%	5	-2	-2%	x	-2	0	7
4	CCCn1c(O)c(C=Nc2ccccc2)sc1=S	1.1	2.6%	-6	-7	-17%	-19	-1	-1	-10
5	COC(=O)c1ccc(C(=O)OC)c(NC(=O)COC(=O)C23CC4CC(CC(O)(C4)C2)C3)c1	-1.9	-1.4%	x	-2	u	0	7	0	-6
6	Cc1ccc(C(=O)OCC(=O)NCc2ccc(Cl)cc2Cl)o1	1.3	-1.0%	x	-2	x	-9	13	6	1
7	CNC(=O)/C(C#N)=C\c1ccc(CNS(=O)(=O)c2ccc(Cl)cc2)o1	-0.4	0.6%	13	-4	-13%	-69*	-3	1	-3
8	Cc1coc2c(C)c3oc(=O)c(CCC(=O)N(C)CC(=O)O)c(C)c3cc12	0.4	6.3%	3	-1	2%	-22	3	2	3
9	CCc1ccc(CCC(=O)Nc2ccc(C(C)=O)cc2)o1	-0.4	-2.6%	1	-7	-4%	-14	0	3	-3
10	COCCCNC(=O)CN(c1cc([N+](=O)[O-])ccc1OC)S(C)(=O)=O	-0.1	3.7%	16	0	-4%	4	13	2	-12
11	CCOc1ccccc1N1CCN(C(=O)C2CSC3(C)CCC(=O)N23)CC1 (centres undefined)	1.3	-2.0%	-21	-4	x	-4	6	5	3
12	Oc1ccc(NCc2ccccc2OCc2ccccc2F)cc1	0.6&0.9	-6.1%&1.0%	5	-5&9	u	-10&4	-11&0	-1&2	u
13	Cc1ccc(C)c(OCCn2c(=O)c3c(ncn3C3CCCC3)n(Cc3ccccc3)c2=O)c1	0.9	4.5%	14	12	-5%	12	1	4	-8
14	O=C(C1COc2ccccc2O1)N1CCN(c2nc3ccc(F)cc3s2)CC1 (centres undefined)	-0.1	0.3%	-1	2	7%	x	-9	1	-31
15	CCN1CCN(C(=O)Cn2nc(-c3ccc(Cl)cc3)ccc2=O)CC1	-0.5	0.9%	x	1	u	2	21	0	-2

3 entries picked at random from the list so far, as already listed:
nr	molecule	TRHR agonist	RXFP1 ag	D2 potentiator	D1 potentiator	Apoferritin bind	D1 antagonist	TRHR PAM	D1 ag	RXFP1 antag
6	Cc1ccc(C(=O)OCC(=O)NCc2ccc(Cl)cc2Cl)o1	1.3	-1.0%	x	-2	x	-9	13	6	1
14	O=C(C1COc2ccccc2O1)N1CCN(c2nc3ccc(F)cc3s2)CC1 (centres undefined)	-0.1	0.3%	-1	2	7%	x	-9	1	-31
7	CNC(=O)/C(C#N)=C\c1ccc(CNS(=O)(=O)c2ccc(Cl)cc2)o1	-0.4	0.6%	13	-4	-13%	-69*	-3	1	-3

More compounds follow:
nr	molecule	TRHR agonist	RXFP1 ag	D2 potentiator	D1 potentiator	Apoferritin bind	D1 antagonist	TRHR PAM	D1 ag	RXFP1 antag
16	O=C(Nc1cccc(C(=O)O)c1)/C(=C\c1ccc2c(c1)OCO2)NC(=O)c1ccc(Br)cc1	0.4	0.1%	6	13	-5%	49	3	-2	-7
17	COc1cc(-c2nc3cccc(C)n3c2NCC2CCCO2)ccc1O (centres undefined)	-1.4	14%	30	-1	43%[activator]	2	-2	2	7
18	Cc1c(CN(C)C)c2c(n1Cc1ccccc1)C(=O)c1ccccc1-2	0.2	-4.4%	x	-4	u	6	-3	4	u
19	CCC1(c2ccccc2)NC(=O)N(CC(=O)Nc2cc(Cl)ccc2N2CCOCC2)C1=O (centres undefined)	3.2	1.4%	-5	15	x	-4	3	14	-21
20	Cc1ccccc1-c1ncc(CN2CCN(C3CCCC3)C(CCO)C2)cn1 (centres undefined)	-1.0	-1.4%	-13	-5	-11%	4	-16	2	1
21	Cc1ccc(OCC(=O)Nc2cccc3nsnc23)c(C)c1	0.2	3.8%	2	1	3%	1	-3	4	1
22	O=C(c1cc(S(=O)(=O)N2CCOCC2)c(Cl)cc1Cl)N1CCCCC1	-0.2	1.4%	-5	-4	-10%	4	-9	2	-13
23	COc1ccc(CCNC(=O)CSc2ccc(-c3ccco3)nn2)cc1	-0.1	-0.3%	-3	-3	0%	-4	2	1	5
24	COc1ccccc1CCNS(=O)(=O)c1cn(C)c(=O)n(C)c1=O	0.7	0.0%	-5	-2	-1%	-9	-3	1	-7
25	NC(=O)C1CCN(c2nc(-c3cccc(N)c3)cs2)CC1	0.2	0.0%	x	1	x	13	7	3	x
26	COc1ccc(OC)c(NC(=O)Nc2nnc(N3CCC(C)CC3)s2)c1	1.8	-0.1%	-8	-8	-5%	-10	6	-1	x
27	CCC1CCCCN1Cc1nc2c(c(=O)n(C)c(=O)n2C)n1Cc1cccc2ccccc12 (centres undefined)	-0.7	0.2%	1	9	-15%	4	8	1	-3
28	COc1ccc(NC(=O)[C@H](C)NC(N)=O)cc1S(=O)(=O)Nc1cc(C)ccc1Br	0.4	0.0%	-2	3	-3%	3	0	1	-14
29	CS(=O)(=O)N(Cc1ccccc1)c1ccc(C(=O)N2CCOCC2)cc1	0.1	1.4%	-10	0	-1%	13	7	-2	4
30	C/C(Cc1ccccc1)=N\NC(=O)CNC(=O)c1cccc(F)c1	0.6	-0.8%	5	2	u	29	-3	1	-17

Next part
nr	molecule	TRHR agonist	RXFP1 ag	D2 potentiator	D1 potentiator	Apoferritin bind	D1 antagonist	TRHR PAM	D1 ag	RXFP1 antag
31	CC(C)c1nnc(N2C(=O)C(O)=C(C(=O)c3cccs3)C2c2ccccc2)s1 (centres undefined)	169*	u	3	2	-9%	x	3	270*	-1
32	O=[N+]([O-])c1ccc2[nH]c3c(c2c1)CCCC3O (centres undefined)	0.6	0.8%	-10	0	-15%	-31*	-5	13	-5
33	O=C(Nc1nccs1)c1ccc(-c2cccc([N+](=O)[O-])c2)o1	-0.4	2.7%	-6	6	-8%	-12	2	1	-1
34	O=C(c1ccc2ccccc2c1)C1CCCN(C(=O)c2cnccn2)C1 (centres undefined)	-0.2	9.8%	3	0	-8%	-18	3	7	2
35	COC(=O)C1=C(N)Oc2cc(C)n(Cc3cccnc3)c(=O)c2C1c1ccc(OC)c(OC)c1OC (centres undefined)	0.2	-0.4%	5	-1	-3%	-12	0	2	-6
36	COc1ccc(C(=O)NC2CCCN(Cc3ccc(Cl)cc3)C2)c(OC)c1 (centres undefined)	-0.5	1.1%	-9	-3	-14%	-13	-1	10	-4
37	O=C(Nc1cccc(S(=O)(=O)N2CCOCC2)c1)c1cn(-c2ccccc2)nc1-c1ccc(F)cc1	-0.1	0.8%	16	2	-8%	-7	22	2	12
38	Cc1cc(N2CCOCC2)nc2ccc(NC(=O)CCC(=O)N3CCCCC3)cc12	-0.2	3.0%	x	-7	-4%	-1	-1	1	-4
39	Cc1ccc(OCC(=O)Nc2ccon2)c([N+](=O)[O-])c1	0.2	4.9%	12	-6	-6%	-3	0	3	-1
40	COC(=O)CCCNc1ncccc1[N+](=O)[O-]	0.5	-0.3%	5	-7	-23%	-8	0	1	2
41	CSc1cccc(NC(=O)CCCNC(=O)c2ccc(Cl)cc2)c1	-0.9	2.2%	-23	-10	-16%	-28	-14	1	-13
42	CC12CN(C(=O)c3ccccc3)C3(C#N)CC1CCC23C (centres undefined)	-0.4	0.2%	3	4	-23%	-13	9	1	-17
43	S=C(NCc1ccco1)NC1CCCc2ccccc21 (centres undefined)	0.1	2.6%	-11	-4	-10%	-3	0	1	3
44	Cc1ccc(C(=O)Oc2csc(=S)n2C(=O)c2ccc(C)cc2)cc1	0.3	-0.2%	-6	8	-9%	5	-1	0	15
45	O=C(O)COc1ccc(-c2nccc(-c3ccccn3)n2)cc1	0.7	2.7%	2	18	4%	2	-2	5	6

Later entries:
nr	molecule	TRHR agonist	RXFP1 ag	D2 potentiator	D1 potentiator	Apoferritin bind	D1 antagonist	TRHR PAM	D1 ag	RXFP1 antag
46	Cc1cc(C)cc(N(C(=O)CNC(=O)c2ccco2)C(C(=O)NC2CCCCC2)c2ccncc2)c1 (centres undefined)	0.0	0.6%	x	-1	3%	0	0	3	-3
47	NC(=O)C1CCN(C2CC(=O)N(Cc3cccs3)C2=O)CC1 (centres undefined)	-0.9	-1.9%	5	-2	-8%	2	1	2	-10
48	O=C(CSc1nccc(=O)[nH]1)Nc1cc(C(F)(F)F)ccc1N1CCOCC1	-0.5	-1.1%	3	0	8%	-5	1	3	-3
49	COC(=O)c1ccc(Oc2ccc3nnc(C)n3n2)cc1	0.0	3.2%	-5	-2	-14%	1	0	4	-4
50	CC(Sc1nc(-c2ccco2)nc2c1c(=O)n(C)c(=O)n2C)C(=O)O (centres undefined)	0.6	u	9	1	-6%	-6	22	2	4
51	O=C(CCc1nc2ccccc2c(=O)[nH]1)N1CCCc2ccccc21	1.1	2.9%	4	-2	x	2	0	1	6
52	CC1CCN(C(=O)c2ccc3c(=O)n4c(nc3c2)CCCCC4)CC1	-0.2	2.9%	-12	-8	-9%	0	-1	3	-12
53	O=C(OCCN1CCCCC1)c1cccc(F)c1	0.2	0.8%	1	-3	-13%	-8	1	1	-1
54	O=C(Nc1nnc(SCc2cccnc2)s1)C1CC(=O)N(c2ccccc2)C1 (centres undefined)	0.2	1.6%	1	7	-19%	-2	23	0	-11
55	COc1ccccc1NC(=O)C1=C(C)Nc2nnnn2C1c1ccncc1 (centres undefined)	0.4	1.7%	23	-6	-4%	8	15	1	-4
56	C/C(=N\NC(=O)c1nnn(-c2nonc2N)c1CN(C)c1ccccc1)c1ccccc1O	0.5	0.2%	-8	9	-12%	10	-2	1	-30
57	CC(C)(C)c1ccc(C(=O)CS(=O)(=O)c2ccccc2)cc1	0.7	3.5%	1	-6	u	-38*	-1	6	-26
58	Cc1ccc(OCCCn2ccnc2)c([N+](=O)[O-])c1	0.1	2.1%	-8	1	-23%	-6	-2	1	-1
59	Cc1cc(=O)oc2cc(NC(=O)C(CCCN=C(N)N)NC(=O)OCc3ccccc3)ccc12 (centres undefined)	-0.9	1.3%	16	11	7%	-8	-5	3	2
60	CN(c1ccccc1C(=O)NC1CC2CCC1C2)S(=O)(=O)c1ccccc1 (centres undefined)	-0.3	-0.1%	-1	-3	-5%	-17	10	3	1
61	NC(=O)NC(=O)CSc1ccccc1	0.5	-1.5%	2	-2	u	8	2	0	-10
62	O=C(Cc1cccs1)Nc1nnc(SCc2ccc(Br)cc2)s1	0.6	-0.1%	3	-2	5%	8	9	2	-24
